# Bioassay records: PubChem, National Center for Advancing Translational Sciences (NCATS)
# Eya2 phos inh: inhibitors of human Eya2 phosphatase activity; recombinant Eya2, OMFP fluorescence dephosphorylation (OMFP is methylfluorescein phosphate); O00167; AID 488837; Potency, µM (top dose mostly 76.9 µM), for the others: at the highest dose activity, negative = inhibition, most hits filed as inhibitors; 0.006% of 330,000 active; note: potency is the fitted concentration of half-maximal effect; % is set by controls: 0 for no effect and ±100 for the full control effect
# Target sequence (O00167 whole entry, looked up): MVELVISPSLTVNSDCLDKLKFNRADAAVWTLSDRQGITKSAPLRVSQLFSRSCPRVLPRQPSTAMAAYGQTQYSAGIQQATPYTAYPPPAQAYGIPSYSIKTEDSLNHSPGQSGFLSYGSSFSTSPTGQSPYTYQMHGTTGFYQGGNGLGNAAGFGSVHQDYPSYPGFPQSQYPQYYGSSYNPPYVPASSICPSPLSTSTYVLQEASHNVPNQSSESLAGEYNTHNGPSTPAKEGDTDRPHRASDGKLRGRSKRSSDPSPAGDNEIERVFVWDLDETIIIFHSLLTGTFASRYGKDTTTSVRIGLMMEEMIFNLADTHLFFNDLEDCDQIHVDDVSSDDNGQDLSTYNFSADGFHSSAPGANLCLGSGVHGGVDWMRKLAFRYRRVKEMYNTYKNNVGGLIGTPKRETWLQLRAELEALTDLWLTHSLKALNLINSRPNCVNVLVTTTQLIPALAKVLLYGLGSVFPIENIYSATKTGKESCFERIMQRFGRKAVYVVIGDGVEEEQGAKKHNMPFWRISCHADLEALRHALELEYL
#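 Eya2 protein (added as 0.2 uM solution) was preincubated with compound for 10 min at ambient temperature in 50 mM HEPES pH 7.5, 50 mM NaCl, 5 uM MgCl2, 0.05% BSA, 1 mM DTT. OMFP (added at 50 uM) then reacted 10 min; fluorescence read at 485/525 nm.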
# Tb PFK block: inhibitors of T. brucei phosphofructokinase; O15648; T. brucei PFK, ADP-Glo luminescence; Potency, µM (highest dose often 57.5 µM), inactives show at the highest dose activity, negative = inhibition, hits mostly inhibitors; 0.17% of 330,000 active;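 note: potency is the fitted concentration of half-maximal effect; 0% = uninhibited 1x PFK enzyme wells and -100% = no-enzyme wells; nearly all actives have a fitted effect of over 60% in size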
#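 In TEA buffer at pH 8.0 with 5 mM MgCl2, enzyme (1.25 nM) converted F6P (0.5 mM) and ATP (0.1 mM) for 45 min at room temperature. ADP product was read by luciferase luminescence.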
# TSHR antagonist: antagonists of human thyroid stimulating hormone receptor; TSHR-expressing cells, TSH-stimulated cAMP HTRF, 2 h; stronger effect = lower value; activity change, negative = inhibition, % at 11.5 µM; 0.2% of 330,000 active;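 active = activity change below a set negative limit, meaning inhibition stronger than a set level, cut at about -70% in these data; inconclusive = activity change between two set negative limits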; note: % is set by controls: 0 for no effect and ±100 for the full control effect
#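 Antagonism was scored as loss of TSH-driven cAMP in TSHR cells, stimulated with 4nM TSH (EC80) for 2 hours at 37 deg C and detected by homogeneous HTRF competition immunoassay.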
# BCR signal inh: chronic active BCR signaling inhibition. AID 493014. ABC-DLBCL IkBa-CBG/CBR reporter, luminescence ratio, 4 h. 0.05% of 340,000 active. Potency, µM (series often up to 46.1 µM), for the others: at the top dose ratio change, negative = lower green/red ratio, most hits filed as inhibitors; active = well fitted inhibition curve with a large enough effect in the signal ratio, with a control signal flat, not every such curve was filed as active; inconclusive = small, poorly fitted or top-dose-only effect, or effect the other way, or a change in a side signal; the % refers to the signal ratio;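 note: potency is the fitted concentration of half-maximal effect; plate controls were basal doxycycline-induced cells for no effect and cells given 10 µM MG132 for full effect; MG132 reads +100%, hits lower the ratio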
#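 TMD8 ABC-DLBCL cells carrying doxycycline-inducible green luciferase fused to IkappaBalpha plus unfused red luciferase were exposed to compounds (up to 46 uM) for 4 hrs at 37C. Activity came from the overlap-corrected green/red luminescence ratio.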
# uPA surface inh: inhibitors of cell surface uPA generation; 0.31% of 330,000 active; AID 540303; Potency, µM (titrated, usually from 38.3 µM), for inactives: at the highest dose activity change, negative = inhibition, usual class: inhibitors; cell surface uPA generation assay, qHTS; active = well fitted inhibition curve with a large enough effect; inconclusive = small, poorly fitted or top-dose-only effect; inactive = no such curve, though single readings can be large or run the other way; tested in mouse RAW 264.7 cells; note: potency is the fitted concentration of half-maximal effect; % is set by controls: 0 for no effect and ±100 for the full control effect; nearly all actives have a fitted effect of over 55% in size
# TCR activator: T cell receptor activation; primary human leukocytes, anti-CD3, IL-2 HTRF, 48 h; Potency, µM (titrated, usually from 9.22 µM), without a hit: at the top dose activation of IL-2 secretion, actives largely listed as activators; 330,000 tested, under 10 active; AID 504894; note: % of control where 0% means no effect
#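 Activity was scored as IL-2 release from primary human leukocytes given only a TCR signal (a-CD3 beads) plus compound for 48 hr. Detection used a two-antibody HTRF format read at 665nm.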
# B2AR arrestin: beta2AR (human) beta-arrestin recruitment activity; AID 492947; beta-arrestin recruitment to beta2AR, cell-based reporter; Potency, µM (series often up to 46.1 µM), inactives show at the highest dose activation, usual class: activators; 0.02% of 330,000 active; P07550;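 note: potency is the fitted concentration of half-maximal effect; 0% = DMSO controls and full agonism = EC100 isoproterenol or metaproterenol; nearly all actives have a fitted effect of over 65% in size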
# USP2a block: blocks human ubiquitin-specific protease USP2a. Potency, µM (doses to about 38.3 µM), inactives show top-dose activity change, negative = inhibition, usual class: inhibitors. O75604. USP2 core, Ub-CHOP2 coupled fluorogenic reporter, 485/531. 0.01% of 330,000 active;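 note: potency is the fitted concentration of half-maximal effect; plate controls were DMSO wells for no effect and full inhibition by NEM control for full effect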
#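 Cell-free coupled assay: 10nM USP2 core preincubated 30min RT with compound in Tris-HCl pH 8.0/CaCl2/CHAPS buffer, then 25nM Ub-CHOP2 and 25nM reporter substrate; fluorescence (Ex 485/Em 531) read after 60min RT, normalized to NEM inhibition, concentration-response curves fitted.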
# Mito fusion yeast: inhibitors of mitochondrial division or activators of mitochondrial fusion; AID 485298; S. cerevisiae fusion-defective mutant growth rescue, CellTiterGlo 48 h; Potency, µM (top dose mostly 46.1 µM), for the others: top-dose growth rescue (activation), usual class: activators; 0.23% of 320,000 active;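 note: potency is the fitted concentration of half-maximal effect; % of control where 0% means no effect; nearly all actives have a fitted effect of over 45% in size; temperature-sensitive fusion mutants such as fzo1-1 at 37 °C on non-fermentable ethanol glycerol medium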
#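 Compounds are tested for their ability to restore growth of mitochondrial fusion-defective yeast strains at non-permissive 37C in YPEG medium over 48 hours. Viability is quantified by luciferase luminescence.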
# ELG1 repair inh: ELG1-dependent DNA repair inhibition | HEK293T ELG1-luciferase reporter, luminescence, 16 h; DNA damage induced by 5-fluorouridine | Potency, µM (top dose mostly 46.1 µM), inactives show at the highest dose activity change, negative = inhibition, most hits filed as inhibitors | 2.3% of 330,000 active; note: potency is the fitted concentration of half-maximal effect; % is set by controls: 0 for no effect and ±100 for the full control effect; nearly all actives have a fitted effect of over 55% in size
#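 In this reporter screen, reduction of luminescence relative to DMSO vehicle indicated activity. Compounds and 5-fluorouridine were added together to 2,000 cells per well, incubated for 16 hr at 37 °C, then developed with ONE-Glo.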
# TSG101-PTAP inh: blocks PTAP/TSG101 interaction to inhibit HIV-1 budding; AID 493005; 340,000 tested, under 10 active; Potency, µM (highest dose often 115 µM), for inactives: top-dose activity change, negative = inhibition, hits mostly inhibitors; Fluorescence polarization, FITC-PTAP peptide / Tsg101 binding; Q99816; active = well fitted inhibition curve with a large enough effect in the main read-out, with a control signal flat, not every such curve was filed as active; inconclusive = small, poorly fitted or top-dose-only effect, or effect the other way, or a change in a side signal; inactive = no such curve, though single readings can be large or run the other way; note: potency is the fitted concentration of half-maximal effect; % of control where 0% means no effect
# Target sequence (Q99816 whole entry, looked up): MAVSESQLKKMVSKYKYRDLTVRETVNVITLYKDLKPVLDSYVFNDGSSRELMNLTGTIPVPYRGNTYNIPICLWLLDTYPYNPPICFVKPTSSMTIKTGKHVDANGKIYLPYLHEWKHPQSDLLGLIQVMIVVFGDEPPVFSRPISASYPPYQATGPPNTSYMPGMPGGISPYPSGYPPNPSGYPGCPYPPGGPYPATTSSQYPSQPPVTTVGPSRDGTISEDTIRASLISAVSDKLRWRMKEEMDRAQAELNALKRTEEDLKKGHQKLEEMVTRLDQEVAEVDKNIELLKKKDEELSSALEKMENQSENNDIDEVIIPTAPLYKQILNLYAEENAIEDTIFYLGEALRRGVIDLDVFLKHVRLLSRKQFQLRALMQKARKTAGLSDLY
#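 Compounds were pin-transferred onto Tsg101 binding domain (10 uM final) in HEPES pH 7.5 buffer, then FITC-PTAP peptide was added at 50 nM final. After 20 min at RT, polarization reported peptide displacement across a qHTS concentration series.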
# The depositor's hits bear a star; ? = inconclusive; nt = no result given; [ ] = dose if it differs, or a comment. Unless noted, calls come from the whole dose curve; as a rule, active = well fitted curve in the direction sought with a large enough effect; inconclusive = small, poorly fitted or top-dose-only effect, or another doubt; inactive = no such curve, though single readings can be large; an effect the other way counts as inactive or inconclusive.
SMILES,Eya2 phos inh,Tb PFK block,TSHR antagonist,BCR signal inh,uPA surface inh,TCR activator,B2AR arrestin,USP2a block,Mito fusion yeast,ELG1 repair inh,TSG101-PTAP inh
CN(C(=O)CSc1nnc(C(F)(F)F)n1N)C1CCS(=O)(=O)C1 (configuration not stated),8%,5%,11,-1%,6%,0%,-0.4%,11%,14%,7%,-5%
O=C(CCS(=O)(=O)Cc1ccccc1)NC1CCCCC1,4%,6%,12,-1%,nt,3%,-0.2%,1%,0%,-1%,-8%
O=C(O)C1CC(=O)N(c2ccc(OCc3ccccc3Cl)cc2)C1 (configuration not stated),3%,0%,-10,?,-2%,-8%,-0.2%,2%,-3%,12%,0%
COc1ccc2nc(Nc3nc(-c4cc5ccccc5oc4=O)cs3)sc2c1,4%,1%,15,0%,-2%,12%[46.1 µM],-2.2%,-1%,0%,3.7µM*,-1%
CC(C)CC(=O)NCc1ccc2[nH]c3c(c2c1)CCCC3,4%,0%,10,4%,2%,-9%,0.1%,3%,2%,-3%,-1%
COc1cc(Nc2ncnc(N)n2)cc(OC)c1,-5%,-16%,8,-15%,-1%,1%,6.0%,1%,3%,26%,-6%
CN(c1ccccc1)S(=O)(=O)c1ccc(C(=O)NCc2ccco2)cc1,-22%,1%,-1,2%,25%,-1%,-0.1%,0%,6%,1%,0%
Cc1ccc(N(Cc2ccccc2)C(=O)c2ccc(F)cc2)cc1,4%,-2%,6,2%,-4%,2%,0.0%,2%,3%,-2%,2%
O=C(COC(=O)c1ccccc1C(=O)c1ccc(Cl)cc1)NCC1CCCO1 (configuration not stated),17%,-2%,-5,1%,1%,2%,0.0%,0%,-3%,6%,-1%
C=CCN1C(=O)C2C(C(=O)NCc3ccccc3)C3(C)C=CC2(O3)C1C(=O)NC(C)(C)C (configuration not stated),-8%,0%,-1,0%,5%,-4%,-0.7%,6%,2%,-4%,-2%
CN1CCN(c2ccc(NC(=O)c3ccco3)cc2Cl)CC1,-7%,0%,-3,0%,-28%,5%,0.0%,0%,1%,?,0%
CC(C)(C)c1ccc(OC(=O)c2ccc(-n3cncn3)nc2)cc1,-20%,1%,3,-2%,nt,nt,-0.4%,7%,-3%,0%,nt
Cc1ccc(S(=O)(=O)NCC(=O)OCC(=O)Nc2cccc(S(=O)(=O)NC3=NCCCCC3)c2)cc1,-24%,-7%,42,?,7%,-6%,0.4%,-7%,8%,26%,-1%
O=C(Nc1cccnc1Cl)c1cc(-c2cccc(O)c2)on1,0%,-2%,-1,?,2%,-3%,-0.3%,0%,-3%,?,0%
O=c1c(C(c2ccc(O)cc2)c2c(O)nc3n(c2=O)CCCS3)c(O)nc2n1CCCS2,6%,?,-6,?,6%,0%,0.1%,-1%,2%,1%,-4%
O=C(NCc1cccnc1)C1CCCN1S(=O)(=O)c1ccc(Cl)cc1 (configuration not stated),-7%,-3%,-7,3%,9%,-5%,-0.1%,0%,2%,0%,-5%
CC(=O)c1cccc(OCC(=O)N(C)CC(=O)Nc2ccc(F)cc2)c1,6%,5%,-4,-13%,2%,-1%,-0.2%,10%,-4%,8%,-5%
CN(C(=O)COC(=O)CNC(=O)c1ccccc1F)C1CCCCC1,8%,4%,0,0%,1%,3%,-0.2%,2%,3%,4%,-1%
N#CCCCSc1nnnn1-c1cccc(Cl)c1,13%,-12%,9,-1%,0%,-3%,-0.4%,-1%,4%,-2%,-2%
COc1cc(/C=N/NC(=O)CC2C(=O)NN=C2C)ccc1O (configuration not stated),17%,-4%,3,9%,-1%,-3%,-0.6%,3%,-1%,-1%,2%
CC(O)CCC(=O)NNC(=S)Nc1ccccc1 (configuration not stated),-7%,1%,10,0%,1%,-2%,-0.1%,-1%,-7%,6%,-10%
O=C(/C=C/c1ccccc1)c1cc(Br)ccc(=O)c1O,-8%,-6%,-85*,?,-18%,-1%,-0.2%,-10%,3%,?,-21%
COc1ccc(NC(=O)/C(Cl)=C(/Cl)S(=O)Cc2ccccc2)cn1 (configuration not stated),-30%,-11%,-39,?,-12%,0%,?,-6%,-12%,8.2µM*,-3%
CSc1nc2sc3c(c2c(=O)[nH]1)CCCC3,-9%,0%,-6,-6%,-8%,-2%,4.7%,3%,1%,?,-14%
Cc1cc(NC(=O)CSc2ccc3nnc(-c4ccccc4)n3n2)no1,24%,-5%,3,-20%,nt,4%,-0.3%,1%,2%,-17%,-1%
SMILES,Eya2 phos inh,Tb PFK block,TSHR antagonist,BCR signal inh,uPA surface inh,TCR activator,B2AR arrestin,USP2a block,Mito fusion yeast,ELG1 repair inh,TSG101-PTAP inh
O=C(O)c1nc2nc(Cl)c(Cl)nc2[nH]1,?,0%,4,?,3%,2%,-0.8%,1%,-9%,0%,-3%
O=C(CCCn1c(=O)[nH]c2cc(Cl)ccc2c1=O)NCCN1CCN(c2ccccc2)CC1,1%,-5%,9,0%,8%,-14%,0.0%,-1%,-2%,?,82%[activator]
Cc1cccc(Nc2nc(NCc3ccco3)nc(N)c2[N+](=O)[O-])c1,14%,0%,-2,9%,-3%,0%,-0.3%,0%,6%,?,1%
Cc1ccc(NC(=S)Nc2ccc3cn[nH]c3c2)c(C)c1,6%,-3%,-3,-5%,3%,-2%,0.2%,0%,5%,11%,0%
CCOC(=O)c1cnc(SC)nc1Oc1cccc(NS(=O)(=O)c2ccc(C)cc2)c1,6%,0%,-13,-1%,0%,3%,0.2%,0%,2%,4%,-2%
CCOC(=O)[C@@H]1[C@H]2COc3cc(OC)ccc3[C@H]2N2C(=O)N(c3cccc(Cl)c3)C(=O)[C@@]12C,7%,0%,0,24%,6%,0%,-0.7%,3%,9%,?,-5%
Cc1cc(NC(=O)Cc2ccccc2)no1,-7%,-7%,-3,2%,-3%,-6%,0.0%,3%,1%,5%,-3%
CC1CCCN(C(=O)COC(=O)C2CCN(S(=O)(=O)c3c(Cl)cccc3Cl)CC2)C1 (configuration not stated),-17%,9%,1,1%,-1%,-4%,-0.1%,2%,15%,10%,-2%
CC(=O)c1cc(NC(=O)c2cccc(C(F)(F)F)c2)c(=O)oc1/C=C/N(C)C,9%,1%,3,-5%,2%,0%,-0.5%,3%,-1%,0%,?
N#CCCN(C(=O)CN1c2cccc3cccc(c23)S1(=O)=O)c1ccccc1,-14%,8%,-4,0%,0%,2%[46.1 µM],-0.6%,4%,nt,-10%,2%
COc1cc(NS(=O)(=O)c2c(C)oc3c(F)c(F)c(F)c(F)c23)cc(OC)c1OC,-16%,-9%,2,-1%,-4%,-4%,-0.7%,3%,-5%,-10%,-6%
N#C/C(=C\c1ccc(F)c(Br)c1)C(=O)NC1CC1,-8%,-19%,-10,?,11%,4%,0.4%,4%,1%,?,0%
COc1ccc(/C=C(/NC(=O)c2ccco2)C(=O)N2CCc3ccccc32)cc1OC,22%,0%,8,-10%,-6%,0%,-0.8%,4%,0%,-10%,-12%

# Looked up above:
# TCR activator with `CC(=O)c1cc(NC(=O)c2cccc(C(F)(F)F)c2)c(=O)oc1/C=C/N(C)C` stands at 0%
# USP2a block with `COc1cc(NS(=O)(=O)c2c(C)oc3c(F)c(F)c(F)c(F)c23)cc(OC)c1OC` stands at 3%
# B2AR arrestin with `O=C(O)c1nc2nc(Cl)c(Cl)nc2[nH]1` stands at -0.8%
# BCR signal inh with `Cc1ccc(NC(=S)Nc2ccc3cn[nH]c3c2)c(C)c1` stands at -5%
# TCR activator with `Cc1cc(NC(=O)Cc2ccccc2)no1` stands at -6%
# uPA surface inh with `O=C(CCCn1c(=O)[nH]c2cc(Cl)ccc2c1=O)NCCN1CCN(c2ccccc2)CC1` stands at 8%

# TSHR antagonist, entries above that show a hit
SMILES | Eya2 phos inh | Tb PFK block | TSHR antagonist | BCR signal inh | uPA surface inh | TCR activator | B2AR arrestin | TSG101-PTAP inh
O=C(/C=C/c1ccccc1)c1cc(Br)ccc(=O)c1O | -8% | -6% | -85* | ? | -18% | -1% | -0.2% | -21%
